E-sel inducer = induces E-selectin expression in human endothelial cells; P16581; HUVEC E-selectin immunofluorescence imaging; normalized: neutral wells 0, TNF-alpha wells 100; activation, % at 7.58 µM; actives 0.37% (n = 260,000); AID 686992;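 active = mean E-selectin-positive cell signal at least 10% of the positive control, reached in at least 60% of replicates, without over 20% cell loss; inconclusive = no rule given, readout overlaps actives, possibly toxicity-flagged; inactive = the rest, including those meeting only one limit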;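 also: in these data hits start at about 27%; measured in HUVEC primary endothelial cells; signal is the percent of cells scored E-selectin positive by PE staining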
Target sequence (P16581 whole entry, looked up): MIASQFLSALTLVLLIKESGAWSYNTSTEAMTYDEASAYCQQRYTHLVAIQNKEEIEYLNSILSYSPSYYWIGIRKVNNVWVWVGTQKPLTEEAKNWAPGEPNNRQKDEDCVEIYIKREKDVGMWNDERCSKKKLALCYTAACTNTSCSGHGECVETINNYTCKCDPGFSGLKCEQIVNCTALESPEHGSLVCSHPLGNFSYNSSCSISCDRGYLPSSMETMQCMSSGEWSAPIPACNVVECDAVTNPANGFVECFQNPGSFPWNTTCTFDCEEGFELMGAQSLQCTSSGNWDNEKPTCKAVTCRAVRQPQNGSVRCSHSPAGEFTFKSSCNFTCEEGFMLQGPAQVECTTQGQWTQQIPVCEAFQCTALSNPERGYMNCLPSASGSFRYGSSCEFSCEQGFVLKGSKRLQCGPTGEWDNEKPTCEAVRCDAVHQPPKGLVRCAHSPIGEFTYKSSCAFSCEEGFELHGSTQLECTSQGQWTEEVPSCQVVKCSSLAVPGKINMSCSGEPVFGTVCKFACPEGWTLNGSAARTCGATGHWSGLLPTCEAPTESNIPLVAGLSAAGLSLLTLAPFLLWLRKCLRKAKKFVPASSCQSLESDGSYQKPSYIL
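System: HUVEC / Compound: single concentration / Signal: immunofluorescence imaging / Read-out: percent E-selectin-positive cells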
DENV2 CPE rescue = DENV2-induced cell death inhibition; CPE inhibition, % at 9.99 µM; DENV2-infected cells, cytopathic effect rescue, plate reader; actives 1.7% (n = 350,000); in the data active = CPE inhibition above about 20%, passing the limit was not always enough; inconclusive = no clear call, values can overlap the other calls; tested in BHK-21 cells;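 also: 0% = median of neutral control wells and 100% = median of positive control wells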
S100A4 inh HTS = inhibitors of human S100A4 binding to myosin IIA peptide. P26447. S100A4/TAMRA-MyoIIA peptide fluorescence polarization. inhibition, % at 10.7 µM. actives 0.14% (n = 360,000);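 active = mean inhibition of at least 70% across replicates, with every replicate also reaching that level; inconclusive = mean inhibition reaches 70% but some replicates fall short; inactive = mean inhibition below 70%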
Target sequence (P26447 whole entry, looked up): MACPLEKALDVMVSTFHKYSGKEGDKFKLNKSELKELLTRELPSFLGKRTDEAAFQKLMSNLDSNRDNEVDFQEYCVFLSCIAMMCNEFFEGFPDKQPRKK
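incubation = readout 5 min after mixing, signal stable up to 60 min | system = S100A4 monomer protein | buffer or medium = HEPES pH 7.2 with CaCl2, KCl, NaCl, DTT, Triton | benchmarks = neutral control DMSO, positive control TFP | also added = fluorescent myosin IIA peptide, 5 nM | compound dosing = one concentration per compound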
ERp5 block = ERp5 (human) disulfide isomerase inhibition; Q15084; ERp5 insulin aggregation, absorbance 650 nm, 90 min; inhibition, % at 9.99 µM; actives 0.05% (n = 350,000);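 active = mean replicate inhibition above about 25%, with every replicate also reaching it, limit read from the data, passing the limit was not always enough; inconclusive = only one of those two criteria met; inactive = neither criterion met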
SIRT5 block = sirtuin-5 (human) deacylase inhibition. actives 1.1% (n = 330,000). inhibition, % at 15 µM. Q9NXA8. Purified SirT5, succinyl-peptide AMC, trypsin-coupled fluorescence. AID 652115; in the data active = inhibition above about 15%; inconclusive = no clear call, values can overlap the other calls
Target sequence (Q9NXA8 whole entry, looked up): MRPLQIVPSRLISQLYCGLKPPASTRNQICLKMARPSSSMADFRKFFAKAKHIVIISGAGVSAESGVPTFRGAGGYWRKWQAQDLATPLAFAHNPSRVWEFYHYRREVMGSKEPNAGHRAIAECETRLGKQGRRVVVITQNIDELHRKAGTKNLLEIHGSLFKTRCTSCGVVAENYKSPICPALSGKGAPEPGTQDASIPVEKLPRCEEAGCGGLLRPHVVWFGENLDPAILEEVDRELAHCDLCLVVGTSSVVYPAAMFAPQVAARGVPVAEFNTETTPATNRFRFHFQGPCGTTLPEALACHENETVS
PglD inh = blocks C. jejuni PglD acetyltransferase activity. inhibition, % at 12.5 µM. purified PglD enzyme, DTNB colorimetric CoA detection. actives 0.098% (n = 360,000); in the data active = inhibition above about 16%, passing the limit was not always enough; inconclusive = no clear call, values can overlap the other calls; also: strong numbers were not always called active
Statin myotox sup = suppressors of simvastatin-induced myotoxicity in C2C12 myotubes. ATP luminescence, 48 h; scaled: DMSO 0, geranylgeraniol control 100. AID 602340. rescue of ATP level, % at 7.49 µM. actives 0.78% (n = 330,000);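 active = mean ATP rescue above about 67%, or every replicate alone reaching that limit, limit read from the data, passing the limit was not always enough; inconclusive = no clear call, values can overlap the other calls; inactive = mean under the limit and some replicate under it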;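 also: myotubes were challenged with 10 µM simvastatin during compound exposure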
Numbers without * were called inactive; ? = inconclusive; . = no result given; & = joins results of further samples; ! = a repeat was not active. This is a subset, so the mix of outcomes need not match the whole.

structure	E-sel inducer	DENV2 CPE rescue	S100A4 inh HTS	ERp5 block	SIRT5 block	PglD inh	Statin myotox sup
CC(C)(C)CC(C)(C)NC(=O)c1ccccc1	.	-3	1	3	.	.	.
CCOC(=O)c1c(C)[nH]c(C(=O)OCC(=O)Nc2cccnc2Cl)c1C	-0.6	-3	3	5	-13	.	.
Cc1noc(C)c1S(=O)(=O)N(C)C[C@@H]1Oc2ccc(NC(=O)CCCN(C)C)cc2CC(=O)N([C@@H](C)CO)C[C@H]1C	0.5	17	0	23	-5	-1	-19
Cc1ccc(C(=O)Nc2ccc(N3CCCCC3)cc2)cc1	-0.2	8	0	4	0	-1	21
CCOC(=O)CCNC(=O)N1CCCC(C(=O)c2ccccc2SC)C1 (configuration not stated)	3.8	-5	-5	-1	-5	1	6
CCCCc1nnc(NC(=O)c2ccc(N3CCCC3=O)cc2)s1	-1.2	.	1	7	0	5	3
CC1(C(=O)NS(=O)(=O)c2ccc(Br)cc2)CCN1C(=O)CCc1ccccc1 (configuration not stated)	0.7	2	-3	-1	0	0	1
Cc1nn(-c2ccccc2)c(N)c1-c1ccccc1	-0.1	1	1	3	-2	2	-8
COc1ccc(S(=O)(=O)N(C)C[C@@H]2Oc3ccc(NS(=O)(=O)c4cn(C)cn4)cc3CC(=O)N([C@@H](C)CO)C[C@H]2C)cc1	-0.3	10	35	4	-4	3	2
COc1ccc(-c2nc(N)nc(C(F)(F)F)c2-c2cscn2)c(O)c1	2.5	0	-4	7	-2	0	.
COc1ccc(CN(C)C[C@H]2Oc3c(NS(=O)(=O)c4ccccc4)cccc3C(=O)N([C@@H](C)CO)C[C@H]2C)cc1	0.2	-9	1	-2	27*	2	-10
Cc1ccc(S(=O)(=O)Nc2cccc3c2O[C@H](CN(C)C(=O)Nc2cccc4ccccc24)[C@@H](C)CN([C@@H](C)CO)C3=O)cc1	0.1	-9	-10	.	5	.	.
COc1ccc(S(=O)(=O)N(C)C[C@@H]2OCc3cnnn3CCCC(=O)N([C@@H](C)CO)C[C@H]2C)cc1	-0.2&0.4	28*!	4&-6&5	0&3&-1	1&-5&-2	5&-1&2	7&2&-2
COc1ccccc1N1CC(C(=O)Nc2ccc(S(=O)(=O)N3CCCC3)cc2)CC1=O (configuration not stated)	0.0	0	-2	1	.	4	-11
C[N+](C)(C)CCC(=O)N1C/C(=C/c2ccccc2)C(=O)/C(=C\c2ccccc2)C1	0.0	12	-6	13	-4	.	.
C[C@@H]1CN([C@@H](C)CO)S(=O)(=O)c2ccc(-c3cccnc3)cc2O[C@H]1CN(C)C(=O)NC1CCCCC1	0.2	12	-1	-4	-13	3	8
COc1cccc(NC(=O)c2sc(NC(=O)c3ccncc3)nc2C)c1	.	-4	0	7	3	.	9
CCOC(=O)c1cn(-c2c(C)n(C)n(-c3ccccc3)c2=O)c2c(F)c(F)c(F)cc2c1=O	0.6	-1	-3	0	3	1	.
O=C(C[C@H]1C=C[C@@H](NC(=O)CC2CC2)[C@@H](CO)O1)NCC(F)(F)F	0.0	-2	9	-2	11	1	-8
COc1ccc(C(=O)NC(=O)CSc2n[nH]c(N)n2)cc1	0.7	-7	0	2	4	8	-11
COCC#Cc1cnc2c(c1)C(=O)N([C@H](C)CO)C[C@H](C)[C@H](CN(C)C(=O)c1ccc3c(c1)OCO3)O2	0.0	3	-8	-2	-3	2	3
O=C(COc1ccccc1F)NCc1ccc(-n2cccc2)cc1	1.7	9	3	1	-3	7	-2
CCOc1ccccc1N(C)S(=O)(=O)c1ccc2[nH]cc(C(=O)N(CCOC)CCOC)c(=O)c2c1	-0.3	5	9	3	0	-1	-8
C[C@@H]1CCCCO[C@H](CN(C)S(=O)(=O)c2ccc(F)cc2)[C@@H](C)CN([C@@H](C)CO)C(=O)c2cc(NS(=O)(=O)c3ccc(Cl)cc3)ccc2O1	0.3	13	1	-3	17*	-3	.
Cc1nc([N+](=O)[O-])c(NCCCO)n1Cc1ccccc1	.	1	-2	-6	5	.	.

Structural class, the entries above containing a CF3 group (2)
structure	E-sel inducer	DENV2 CPE rescue	S100A4 inh HTS	ERp5 block	SIRT5 block	PglD inh	Statin myotox sup
COc1ccc(-c2nc(N)nc(C(F)(F)F)c2-c2cscn2)c(O)c1	2.5	0	-4	7	-2	0	.
O=C(C[C@H]1C=C[C@@H](NC(=O)CC2CC2)[C@@H](CO)O1)NCC(F)(F)F	0.0	-2	9	-2	11	1	-8

(more compounds)
structure	E-sel inducer	DENV2 CPE rescue	S100A4 inh HTS	ERp5 block	SIRT5 block	PglD inh	Statin myotox sup
COc1ccccc1CNC(=O)CCNS(=O)(=O)c1cc(Br)cnc1N	.	3	-1	0	1	-1	-3
COc1ccc(-c2cc3c(=O)n(CC(=O)Nc4ccc(C(C)=O)cc4)ncn3n2)cc1	.	-5	0	-1	-5	-5	28
O=C(CC1C(=O)NCCN1C(=O)Nc1ccc(F)cc1F)Nc1ccc(F)cc1 (configuration not stated)	.	-7	6	-5	.	.	.
C/C(=N\NS(=O)(=O)c1ccccc1)c1ccc2c(c1)OCCO2	-2.5	6	-3	1	3	0	.
Cc1cccc(Cn2cc(SCC(=O)Nc3nccs3)c3ccccc32)c1	-0.1	20	-2	-5	11	5	10
O=C(Cn1nc(Cc2cccnc2)c2ccccc2c1=O)NCC1CCCO1 (configuration not stated)	.	-9	-3	8	-2	-4	-9
O=C1CCNc2c(Cl)cc(Cl)cc21	1.3	-4	-13	-3	-4	-7	-3
Cc1ccc(NC(=O)CN(C)CC(=O)Nc2ccc(F)c(F)c2F)c(Cl)c1	0.0	-6	-2	4	0	2	2
Cc1cccc(Nc2ccc(C(=O)O)cc2[N+](=O)[O-])c1C	0.1	0	-5	-1	0	3	-1
CCSc1ncc(Cl)c(C(=O)Nc2ccccc2F)n1	.	.	-6	1	-2	5	6
CC(=O)N(C)C[C@@H]1Oc2cc(-c3cccnc3)ccc2S(=O)(=O)N([C@H](C)CO)C[C@@H]1C	-0.3	-4	6	1	1	-2	5
O=C(CCc1c[nH]c2ccccc12)N1CCN(S(=O)(=O)c2ccc([N+](=O)[O-])cc2)CC1	-0.2	-8	-2	-6	3	.	4
CC1(C)N=C(c2ccc(Cl)cc2)C(=O)N1	.	0	-5	1	1	6	-1
Nc1ncnc2c1ncn2[C@@H]1O[C@H](CO)[C@@H](O)[C@@H]1O	0.0	-3	2	2	0	-2	-7
C[C@H](CO)N1C[C@H](C)[C@@H](CN(C)C(=O)CCC(F)(F)F)OCCCC[C@H](C)Oc2ccc(NS(C)(=O)=O)cc2C1=O	0.0	-1	-3	3	-1	-43	-11
CC(=O)c1cccc(NC(=O)CSc2ncc(C(=O)Nc3ccccc3)c(=O)n2C)c1	0.0	0	2	4	1	-2	.
COc1ccc(CCCc2n[nH]c(=S)n2C)cc1C	.	4	-2	-2	-1	-3	3
Cc1ccccc1OCCC(=O)OCC(=O)N1CCN(S(=O)(=O)c2ccc(Cl)cc2)CC1	.	-5	2	-3	-2	5	2
Cc1noc(C)c1C(=O)OCC(=O)N1CCc2ccccc21	0.3	.	0	1	5	-1	-1
O=[N+]([O-])c1c(NCCCO)cc(SCc2ccco2)c2nonc12	3.2	-14	-11	1	0	.	.
COC(=O)C1CN(C(=O)COc2ccc(C)cc2)c2ccccc2O1 (configuration not stated)	0.1	-4	-6	-1	35*	-3	1
N#C[C@H]1[C@H](c2ccccc2-c2cccc(F)c2)[C@@H](CO)N1C(=O)C1CC1	0.7	3	20	1	-5	.	.
CCOC(=O)NN1C(=O)c2ccccc2NC1c1cccnc1 (configuration not stated)	5.6	13	-25	4	-2	0	-1
CCOC(=O)c1sc(NC(=O)/C=C/c2ccc(F)cc2)nc1C	.	4	0	1	0	.	-6
C[C@@H]1CN([C@H](C)CO)C(=O)c2cc(-c3ccc(F)cc3)cnc2O[C@@H]1CN(C)C(=O)c1ccccc1F	-0.8	-3	1	3	-4	0	7
C[C@@H]1CN([C@H](C)CO)C(=O)Cc2cc(NS(=O)(=O)c3ccc(Cl)cc3)ccc2O[C@@H]1CN(C)C	.	1	-4	4	-2	-2	3
CC(=O)NC(c1ccco1)c1cc(F)c2cccnc2c1O (configuration not stated)	-0.2	-3	-9	-7	1	-3	22
Fc1cccc(Cc2c(-c3cccc(Cl)c3)nc3ccc(Cl)cn23)c1	0.8	-2	-4	10	8	0	-2
CCn1cc(C(=O)NCc2ccc(Cl)cc2)c(=O)c2cc(S(=O)(=O)N(C)C)ccc21	-0.2	-7	4	3	-2	0	-5
CN(C)C(=O)[C@]1(Cc2ccccc2CN=[N+]=[N-])N=C(c2ccc(OCCCO)cc2)O[C@@H]1c1ccccc1	.	3	11	-2	8	0	.
O=C(COC(=O)/C=C/c1cccc(C(F)(F)F)c1)NCCN1C(=O)CSC1=O	-0.3	0	-10	1	-2	2	-4
C=CCC1CCCC(=O)N2CCCC12 (configuration not stated)	0.2	1	3	5	1	-4	4
COc1ccc(CN(C)C[C@@H]2Oc3ccc(NS(=O)(=O)c4ccc(Cl)cc4)cc3C(=O)N([C@H](C)CO)C[C@@H]2C)cc1	-13	-6	-5	6	8	1	5
C[C@@H]1CN([C@H](C)CO)C(=O)c2c(c3ccccc3n2C)-c2ccccc2CO[C@H]1CN(C)S(=O)(=O)c1ccc(C#N)cc1	-0.1	-6	10	4	12	1	22
O=C(CSc1nnc(-c2ccc(OC(F)F)cc2)o1)NC(=O)NCc1ccco1	.	5	0	0	-4	6	1
CCOC(=O)c1sc(=NC(=O)COc2ccc(Cl)cc2)n(C)c1C	3.4	.	-4	3	-1	.	.
CCOc1cccc(C2C(C(=O)c3ccc(C)o3)=C(O)C(=O)N2c2nnc(C)s2)c1 (configuration not stated)	.	-8	1	1	-2	1	-14
Nn1c(=S)[nH]nc(Cc2ccc(O)cc2)c1=O	.	8	4	5	1	.	.
O=C(C[C@@H]1C[C@H]2c3cc(NC(=O)CC4CC4)ccc3O[C@H]2[C@@H](CO)O1)NCc1ccc(-c2ccccc2)cc1	-0.4	0	-6	59*	1	-2	3
CN1c2ccc(Br)cc2[C@H]2[C@H](CCN2C(=O)C2CC2)[C@H]1CO	0.1	-10	54	2	1	1	?
O=C(CSc1nc2ccccc2[nH]1)NCc1ccco1	.	-2	-2	-2	0	4	20
CC(C)CNC(=O)c1cccc(NC(=O)c2ccco2)c1	.	5	-2	0	1	-3	0
COc1ccccc1-c1ccc2c(c1)O[C@H](CN(C)CC1CCOCC1)[C@@H](C)CN([C@@H](C)CO)S2(=O)=O	0.0	1	-4	0	1	2	-41
O=C(O)CC1NC(=O)N(C2CCCCC2)C1=O (configuration not stated)	-0.9	6	0	-1	0	.	.
CCN(Cc1ccccc1)C(=O)c1cccc(S(=O)(=O)N2CCN(Cc3ccccc3)CC2)c1	1.5	-5	0	9	0	-3	0
COc1cc(/C=N/NC(=O)c2ccc(CN3c4cccc5cccc(c45)S3(=O)=O)cc2)cc(OC)c1O	.	1	-2	2	8	1	.

Printed as active in ERp5 block, of those listed so far:
Molecule,S100A4 inh HTS,ERp5 block,SIRT5 block,PglD inh
O=C(C[C@@H]1C[C@H]2c3cc(NC(=O)CC4CC4)ccc3O[C@H]2[C@@H](CO)O1)NCc1ccc(-c2ccccc2)cc1,-6,59*,1,-2
